RGS7-Gao reg: RGS7-Galphao binding modulators, primary screen, biochemical, multiplexed bead flow cytometry; binding response (% of control), % at 10 µM; AID 1439, 2008; Guanine nucleotide-binding protein G(o) subunit alpha (Homo sapiens), P09471; actives lie on both sides; 220,000 compounds, 0.35% hits; in the data active = binding response below about 49% or above about 150%; inconclusive = no clear call, values can overlap the other calls; inactive = in between;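 also: fluorescent Galphao held in activated GDP-AlF4 state binding bead-coupled RGS7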
Target sequence (P09471 whole entry, looked up): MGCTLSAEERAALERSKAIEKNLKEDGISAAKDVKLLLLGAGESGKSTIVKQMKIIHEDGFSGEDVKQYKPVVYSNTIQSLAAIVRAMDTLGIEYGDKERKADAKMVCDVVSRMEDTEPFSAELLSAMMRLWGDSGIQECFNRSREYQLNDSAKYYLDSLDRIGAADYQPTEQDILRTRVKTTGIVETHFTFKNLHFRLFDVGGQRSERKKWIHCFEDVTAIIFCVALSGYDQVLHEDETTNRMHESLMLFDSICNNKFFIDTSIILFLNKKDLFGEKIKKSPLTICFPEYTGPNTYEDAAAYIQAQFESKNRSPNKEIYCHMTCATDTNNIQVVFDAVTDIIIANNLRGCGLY
RGS4-Gao reg: modulators of RGS4 binding to Galphao, primary screen, biochemical, multiplexed bead flow cytometry | AID 1415, 2008 | binding response (% of control), % at 10 µM | Guanine nucleotide-binding protein G(o) subunit alpha (Homo sapiens), P09471 | actives lie on both sides | 220,000 compounds, 0.33% hits; in the data active = binding response below about 49% or above about 150%; inactive = in between;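 also: fluorescent Galphao activated with aluminum fluoride binding bead-coupled RGS4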
RGS8-Gao reg: RGS8-Galphao binding modulators, primary screen, biochemical, multiplexed bead flow cytometry; Guanine nucleotide-binding protein G(o) subunit alpha (Homo sapiens), P09471; actives lie on both sides; response (percent of control binding), % at 10 µM; 220,000 compounds, 0.34% hits; in the data active = response below about 60% or above about 140%; inactive = in between;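 also: Galphao activated as the GDP aluminium fluoride complex binding bead-coupled RGS8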
An asterisk follows results filed as active; ? = inconclusive; . = not tested or not shown. An excerpt; count on the stated rates, not on these rows.

SMILES	RGS7-Gao reg	RGS4-Gao reg	RGS8-Gao reg
CCOC(=O)c1cc(C(=O)NN)c(=O)[nH]c1C	?	101	104
CCN(CC)c1ccc(/C=N/NC(=O)c2ccco2)c(O)c1	?	92	95
Cn1c(C(O)c2ccc(Br)cc2)nc(Cl)c1Cl (stereo not drawn)	?	105	102
O=C(COc1ccc(Nc2ccccc2)cc1)OCC(=O)N1CCCCC1	?	115	100
COCCNC(=O)c1c(CSc2ccccc2)noc1C(=O)NCc1ccccc1	?	102	100
O=C1/C(=C/c2ccsc2)N2CCC1CC2	?	98	101
NNC(=O)c1csc(COc2cc(Cl)cc(Cl)c2)n1	?	80	91
CCOCCCn1c(=NC(C)=O)c(C#N)cc2c(=O)n3cccc(C)c3nc21	?	94	95
Cc1ccc(F)cc1NC(=O)N1CCN(c2ccnc3cc(Cl)ccc23)CC1	?	98	100
COc1ccc(N2C3=C(C(=O)CC(C)(C)C3)C(c3cnn(C)c3)C3=C2CC(C)(C)CC3=O)cc1	?	106	104
CNNC(=S)Nc1cccc(C(F)(F)F)c1	?	100	103
Cc1cc(Sc2nnc(/N=C/N(C)C)s2)c2ccccc2n1	?	103	100
COC(=O)[C@@H]1C[C@@]2(O)[C@H](O)[C@H](O)[C@H](O)C[C@H]2N1Cc1ccc(C(F)(F)F)cc1	?	102	101
CN(Cc1ccccc1)C(=O)COc1ccc(N(C)S(=O)(=O)c2ccc(F)cc2)cc1	?	97	104
O=c1cc(CCl)[nH]c2nc3ccccc3n12	?	105	104
CC1(C)CC(=O)/C(=N/Nc2ccc(Cl)cc2)CO1	?	96	99
CCn1c2ccccc2c2c3ncc4cccn4c3ccc21	?	137	122
COc1ccc(CN(Cc2cccn2C)S(=O)(=O)c2ccc(C)cc2)cc1	?	97	99
Clc1ccc(CSc2nnc3c(n2)[nH]c2ccccc23)cc1	?	79	92
CCOC(=O)C(=O)NNc1ccccc1OC	?	101	101
CC(=O)Nc1ccc(S(=O)(=O)NNC(=O)COc2ccc(Cl)cc2Cl)cc1	?	92	93
COc1ccc([N+](=O)[O-])cc1NCc1ccco1	?	98	101
O=C(O)CCC(=O)N1CCC[C@H]1C(=O)O	?	101	100
O=C(Cc1ccccc1Cl)Nc1nc2ccccc2[nH]1	?	101	101
O=C(Oc1ccc[nH]c1=O)c1cc([N+](=O)[O-])cc([N+](=O)[O-])c1	?	104	101
SMILES	RGS7-Gao reg	RGS4-Gao reg	RGS8-Gao reg
COc1ccc(CCN2C(=O)N(c3ccc(OC)cc3)C(=O)C2CC(=O)Nc2ccc(OC)cc2)cc1 (stereo not drawn)	?	87	93
CCOC(=O)N1CCN(c2c(N3CCN(c4ccc(F)cc4)CC3)c(=O)c2=O)CC1	?	101	100
Cc1ccc(N(CN2C(=O)C3C4CCC(C4)C3C2=O)C(=O)c2ccco2)cc1 (stereo not drawn)	?	104	102
CCOC(=O)/C(=C/c1cn(C)c2ccccc12)NC(=O)c1ccccc1	?	108	103
CC(C)(C)Nc1nc2ccc([N+](=O)[O-])cc2o1	.	108	106
Cc1cccn2cc(CCNS(=O)(=O)c3cccc([N+](=O)[O-])c3)nc12	?	86	95
CC(C)c1ccc(/C=C2\SC(N3CCOCC3)=NC2=O)cc1	?	99	97
CC1(C)CC(=O)C=C(NNC(=O)c2cccnc2)C1	?	101	98
NNC(=O)C(Cc1c[nH]c2ccccc12)NC(=O)c1ccccc1 (stereo not drawn)	?	100	102
CCOC(=O)c1nnn2c1nc(N1CCN(C)CC1)c1ccccc12	?	99	101
Cc1cc(=O)[nH]c(SCC(=O)NCC2CCCO2)n1 (stereo not drawn)	?	102	102
CC(=O)c1cccc(Nc2c([N+](=O)[O-])c(=O)oc3ccccc23)c1	?	92	93
COc1ccccc1Oc1ccc2c(c1)C(=O)N(CC1CCCO1)C2=O (stereo not drawn)	?	99	98
COc1ccc(/C=N/NC(=O)c2ccc(COc3cccc4cccnc34)cc2)cc1O	?	104	100
O=C(O)c1ccccc1Sc1ncnc2sccc12	?	100	99
NC(=O)c1c(NC(=O)Cn2nc(C(=O)O)c3ccccc3c2=O)sc2c1CCC2	?	97	99
O=C(Nc1ccc(-c2nc3cccnc3s2)cc1)c1ccc(Cl)nc1	?	102	105
COc1ccccc1CNC(=O)C1=CCN(S(=O)(=O)c2ccc(C)cc2)CC1	?	101	104
COc1ccc(C(CNC(=O)c2cc(SC)ccc2Cl)N(C)C)cc1 (stereo not drawn)	?	105	104
Nc1ccc(OC(=O)Nc2ccc(O)cc2)cc1	?	100	100
C[C@H](NC(=O)c1nc[nH]c1C(=O)N[C@@H](CCCCNC(=O)OC(C)(C)C)C(=O)OC(C)(C)C)C(=O)OC(C)(C)C	?	100	103
Cc1nc(-c2ccccc2)sc1C1(C)CC(c2ccc(C#N)cc2)=NO1 (stereo not drawn)	?	98	98
O=S(=O)(Nc1cccc(CCc2ccccn2)c1)c1cc(Cl)ccc1Cl	?	91	96
CC(C)C(NC(=O)c1ccccc1NC(=O)c1ccco1)C(=O)NNC(=O)c1ccncc1 (stereo not drawn)	?	94	95
COC(=O)Cc1[nH]c(=S)[nH]c1C(=O)OC	?	109	103
SMILES	RGS7-Gao reg	RGS4-Gao reg	RGS8-Gao reg
Cc1ccccc1COc1ccc2oc(C)c(C(=O)O)c2c1	?	105	103
COc1cc(OC)c2c(-c3ccccc3)cc(=O)oc2c1C(CCN1CCN(c2ccccc2)CC1)c1ccc(N(C)C)cc1 (stereo not drawn)	?	102	103
Cn1c(=O)c(=O)n(C)c2cc(S(=O)(=O)NCCN3CCN(c4ccccc4F)CC3)ccc21	?	121	114
COc1cc(C(F)(F)F)c(C(=O)N(C)Cc2cccc(Cl)c2)cn1	?	98	101
Cc1nc2c(ncn2-c2ccccc2)c(=O)n1NC(=O)CN1CCOCC1	.	103	102
CN(C)S(=O)(=O)c1cccc(C(=O)Nc2ccc(N3CCOCC3)cc2)c1	?	95	97
CN(C1CCCCC1)S(=O)(=O)c1ccc(-c2ccccn2)s1	?	99	99
CC1CN(c2ccc(NC(=S)Nc3ccc(N4CC(C)OC(C)C4)cc3)cc2)CC(C)O1 (stereo not drawn)	?	100	100
COc1ccc(C(=O)N/C=C/n2cnc3cc(C(F)(F)F)ccc32)cc1	?	105	102
S=C(N/N=C/c1ccccc1Cl)Nc1cccc(Cl)c1Cl	?	100	99
COc1ccc(-c2c(C(F)(F)F)nn(C)c2NC(=O)c2ccco2)cc1	?	103	101
Cc1c(Br)c(O)c(Br)c2sc(=O)oc12	?	98	98
CSc1nn2c(C(F)(F)F)cc(C(F)(F)F)nc2c1C(=O)O	?	106	102
COc1ccc(N(CC(=O)Nc2cccc(C)c2C)S(=O)(=O)c2c(C)[nH]c(=O)[nH]c2=O)cc1	?	101	102
C(CNC1C2CC3CC(C2)CC1C3)CN1CCOCC1 (stereo not drawn)	?	102	100
O=C(Cn1nc(-c2ccccc2)c2ccccc2c1=O)NN1CCOCC1	?	99	99
COc1ccc2cc(C3CC(c4ccco4)=NN3S(C)(=O)=O)c(Cl)nc2c1 (stereo not drawn)	?	103	101
Clc1cccc(Cl)c1CSc1nnc(-c2ccncc2)s1	?	99	98
COc1ccc(OCCNC(=O)CCCO)cc1	?	92	102
CCOC(=O)N1C/C(=C\c2ccccc2)C(=O)/C(=C/c2ccccc2)C1	?	104	101
CC1(OC(=O)C2CCCC2)C(=O)C=C2C=C(c3ccsc3)N(CCc3c[nH]c4ccccc34)C=C2C1=O (stereo not drawn)	?	96	96
Cc1cc(NS(=O)(=O)c2ccc(NC(=O)CSc3nc4ncc(Cl)cc4[nH]3)cc2)nc(C)n1	?	99	101
CC(C)(C)c1ccc(NC(=S)NCCc2ccccn2)cc1	?	99	98
CCn1c(C)nc2cc(C(=O)N3N=C(CCOC)CC3(O)C(F)(F)F)ccc21 (stereo not drawn)	?	98	99
N=C(N)c1ccccc1	?	97	101
SMILES	RGS7-Gao reg	RGS4-Gao reg	RGS8-Gao reg
Cc1nn(-c2ccccc2)c(C)c1-c1cc(C(=O)N/N=C/c2ccc(O)cc2)[nH]n1	?	106	105
C=C(CO)C1Cc2cc(C(C)=O)ccc2O1 (stereo not drawn)	?	104	105
O=C(O)COCC(=O)Nc1cc(C(F)(F)F)cc(C(F)(F)F)c1	?	106	109
CC1(OC(=O)C2CCCC2)C(=O)C=C2C=C(c3ccsc3)N(CCCCO)C=C2C1=O (stereo not drawn)	?	102	102
O=C(Nc1cc(=O)[nH]c2ncnn12)c1ccccc1F	?	105	104
O=S1(=O)NC(=NCC(c2ccco2)N2CCCCC2)c2ccccc21 (stereo not drawn)	?	101	98
O=C(/C=C/c1ccccc1)c1c[nH]c2ccccc12	?	100	101
Cc1ccc(CNC(=O)c2cc(-c3cc(C)cc(C)c3O)n[nH]2)cc1	?	112	101
O=C(CCl)Nc1cccc(CP(=O)(c2ccccc2)c2ccccc2)c1	?	105	96
NS(=O)(=O)c1ccc2ccccc2c1	?	100	101
CC12CCC(C(=Nc3ccc(N=C4C(=O)C5(C)CCC4C5(C)C)cc3)C1=O)C2(C)C	?	112	100
Cc1ccc(C2=NOC(C)(c3nnc(-c4ccc(Cl)cc4)o3)C2)cc1 (stereo not drawn)	?	105	105
Cc1c(C#N)c2ccccc2n1C	?	101	100
CCOC(=O)COc1nc(-c2ccccc2)cc(-c2ccco2)c1C#N	?	105	101
COc1ccc(NC(=O)c2nc[nH]c2C(=O)NCC(=O)OC(C)(C)C)cc1	?	105	104
Oc1cc(Br)ccc1C=Nc1ccc(N2CCCCC2)cc1	?	97	97
CC(C)CCN1C(=O)CC(NNC(=O)c2ccc(S(=O)(=O)N3CCCC3)cc2)C1=O (stereo not drawn)	?	97	99
CCCCC(CC)C1OCC(CN2CCCCC2)O1 (stereo not drawn)	?	86	89
CCc1ccc2[nH]c(O)c(N=NC3=NC(=O)CS3)c2c1	?	102	101
CC(=O)Nc1ccc2nc3ccccc3nc2c1	?	102	103
C[C@@H]1CC=C[C@H]2[C@H]1C(=O)N(Cc1ccccc1)[C@H]2c1ccc(-c2ccc(F)cc2)cc1F	?	97	97
COCCCN1CN(S(=O)(=O)c2cccs2)c2nc3ccccc3nc21	?	100	100
Cc1cscc1NC(=O)/C=C/C(=O)O	?	78	92
CCOC(=O)c1cn2nc(Oc3ccc(NC(C)=O)cc3)ccc2n1	?	107	103
CCn1c(=O)c2cc(C(=O)Nc3ccc(OC)cc3OC)sc2c2ccccc21	?	74	83
SMILES	RGS7-Gao reg	RGS4-Gao reg	RGS8-Gao reg
CCC(CC)NC(=O)Cn1c(C(C)NC(C)=O)nc2ccccc21 (stereo not drawn)	?	105	99
CC(C)/C=N/Nc1nc2c(c(=O)n(C)c(=O)n2C)n1C	?	107	104
CC(C)(C)CN1C(=O)C(=O)NC[C@H]1Cc1cccc2ccccc12	?	93	96
Cc1cc(C)n(-c2cccc(Cl)c2C#N)n1	?	100	101
Cc1ccc(Nc2nc(N)nc(CCl)n2)c(C)c1	?	97	100
COCCCNC(=O)c1c(N)n(-c2ccccc2)c2nc3ccccc3nc12	?	101	102
C/C(=N\N1CCN(c2ccccc2)CC1)c1cccs1	?	99	100
COc1ccc(C([O-])=Nc2ccc[n+](-c3nc4ccccc4nc3NS(=O)(=O)c3ccccc3)c2)cc1	?	105	100

In the list so far, these contain fluorine:
SMILES	RGS7-Gao reg	RGS4-Gao reg	RGS8-Gao reg
Cc1ccc(F)cc1NC(=O)N1CCN(c2ccnc3cc(Cl)ccc23)CC1	?	98	100
CNNC(=S)Nc1cccc(C(F)(F)F)c1	?	100	103
COC(=O)[C@@H]1C[C@@]2(O)[C@H](O)[C@H](O)[C@H](O)C[C@H]2N1Cc1ccc(C(F)(F)F)cc1	?	102	101
CN(Cc1ccccc1)C(=O)COc1ccc(N(C)S(=O)(=O)c2ccc(F)cc2)cc1	?	97	104
CCOC(=O)N1CCN(c2c(N3CCN(c4ccc(F)cc4)CC3)c(=O)c2=O)CC1	?	101	100
Cn1c(=O)c(=O)n(C)c2cc(S(=O)(=O)NCCN3CCN(c4ccccc4F)CC3)ccc21	?	121	114
COc1cc(C(F)(F)F)c(C(=O)N(C)Cc2cccc(Cl)c2)cn1	?	98	101
COc1ccc(C(=O)N/C=C/n2cnc3cc(C(F)(F)F)ccc32)cc1	?	105	102
COc1ccc(-c2c(C(F)(F)F)nn(C)c2NC(=O)c2ccco2)cc1	?	103	101
CSc1nn2c(C(F)(F)F)cc(C(F)(F)F)nc2c1C(=O)O	?	106	102
CCn1c(C)nc2cc(C(=O)N3N=C(CCOC)CC3(O)C(F)(F)F)ccc21 (stereo not drawn)	?	98	99
O=C(O)COCC(=O)Nc1cc(C(F)(F)F)cc(C(F)(F)F)c1	?	106	109
O=C(Nc1cc(=O)[nH]c2ncnn12)c1ccccc1F	?	105	104
C[C@@H]1CC=C[C@H]2[C@H]1C(=O)N(Cc1ccccc1)[C@H]2c1ccc(-c2ccc(F)cc2)cc1F	?	97	97
